Nrf2 block: Nrf2 pathway inhibition | 2.1% of 360,000 active | Potency, µM (top dose mostly 46 µM), without a hit: at the highest dose activity change, negative = inhibition, actives largely listed as inhibitors | A549 ARE-Fluc reporter, luciferase luminescence, 18-24 h | AID 504444; note: potency is the fitted concentration of half-maximal effect; % is set by controls: 0 for no effect and ±100 for the full control effect; nearly all actives have a fitted effect of over 60% in size
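Two sequential reads on A549 ARE_Fluc cells exposed to compound for 18-24 h: a CellTiter-Fluor fluorescence read for viability, then a luciferase luminescence read for Nrf2/ARE activity.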
TGFb SMAD3 inh: TGF-b pathway inhibition | HepG2 CAGA-GFP TGF-b/SMAD3 reporter, GFP fluorescence, 18 h; TGF-beta stimulated, 500 pg/mL final | Potency, µM (series often up to 46.1 µM), inactives show at the highest dose activity, negative = inhibition, actives largely listed as inhibitors | 1.2% of 410,000 active; note: potency is the fitted concentration of half-maximal effect; % is set by controls: 0 for no effect and ±100 for the full control effect; nearly all actives have a fitted effect of over 65% in size
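Smad-responsive CAGA-GFP expression was quantified in HEPG2 cells exposed to compounds and 500 pg/mL final TGF-beta for 18 h at 37 degrees C; unstimulated wells defined full inhibition.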
Nrf2 ARE act: activates Nrf2 signaling; AREc32 ARE-luciferase reporter (MCF7-derived line), luminescence, 24 h; Potency, µM (titrated, usually from 46.1 µM), for the others: at the highest dose activation, hits mostly activators; 0.31% of 410,000 active; AID 624171; note: potency is the fitted concentration of half-maximal effect; % of control where 0% means no effect; nearly all actives have a fitted effect of over 65% in size
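Quantitative high-throughput format: AREc32 reporter cells, 1000 per well, received compound by pin transfer and were incubated 24 hr at 37 deg C, 5% CO2, before Steady-Glo luminescence detection.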
CCT chaperon mod: cytosolic chaperonin activity modulation | purified chaperonin ATPase assay, HTRF ADP detection, 30 min | activity change, % (concentration not given with the values), hits read low | 0.3% of 360,000 active; in the data active = activity change below about -30%; note: % is set by controls: 0 for no effect and ±100 for the full control effect
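TRiC at 40 or 20 nM final (batch-dependent) in 30 mM Tris pH 7.4, 100 mM KCl, 5 mM MgCl2, 1 mM DTT, with compound at single 76 uM and 10 uM ATP, 30 min at 37 deg C. ADP detected by HTRF Transcreener, 665/615 ratio.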
pAkt inh: inhibitors of Akt phosphorylation; Neuro2A IGF-stimulated pAkt S473 HTRF, 20 min; active compounds read low; activity change, % for hits at 50 µM; 0.32% of 360,000 active; in the data active = activity change below about -80%; inconclusive = mostly about -51% to -80%; note: % is set by controls: 0 for no effect and ±100 for the full control effect
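Neuro2A cells in DMEM with 0.5% FBS, overnight at 37 deg C, given compound at single 50 µM final, then IGF (6 nM final) for 20 min at 37 deg C. Lysed; phospho-Akt Ser473 by HTRF after 24 h, 665/615 ratio.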
HepG2 tox: kills HepG2 cells in TGF-b inhibitor counter-screen; 0.76% of 410,000 active; Potency, µM (titrated, usually from 46.1 µM), without a hit: at the highest dose activity change, negative = cytotoxicity, hits mostly cytotoxic; HepG2 CAGA-GFP viability, ATP luminescence, 18 h; AID 588856; note: potency is the fitted concentration of half-maximal effect; some results filed as inactive show a strong effect at the top dose
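CellTiter-Glo luminescence gave cytotoxicity after 18 hours at 37 degrees C. The cells were HepG2 CAGA-GFP in 1% FBS DMEM, stimulated with 500 pg/mL TGF-beta after compound addition. %Activity was normalised to no-cell wells (complete cell-killing) and DMSO (no toxicity), and curves were fitted and classified.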
Abeta rescue: restores growth of yeast expressing A-beta42 peptide | yeast expressing A-beta42, growth rescue, OD600, 48 h; response scale: 0% DMSO, 100% iron-clioquinol control | 0.063% of 410,000 active | Potency, µM (top dose mostly 46.1 µM), inactives show at the top dose growth rescue, most hits filed as activators; note: potency is the fitted concentration of half-maximal effect; nearly all actives have a fitted effect of over 55% in size
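Growth rescue measured by 600 nm absorbance after 48 h yeast culture at 30 C with compound. Values normalized between DMSO and an equimolar ferric chloride plus clioquinol control.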
Mm-Cpn inhibitor: blocks the Methanococcus maripaludis chaperonin Mm-Cpn; purified Mm-Cpn ATPase, ADP Transcreener TR-FRET; 0.031% of 330,000 active; Potency, µM (highest dose often 76.9 µM), without a hit: at the highest dose activity, negative = inhibition, actives largely listed as inhibitors; note: potency is the fitted concentration of half-maximal effect; % is set by controls: 0 for no effect and ±100 for the full control effect; nearly all actives have a fitted effect of over 80% in size
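Purified archaeal Mm-CPN (25nM final) preincubated 10 min at 37degC with compound, then 10uM ATP for 30 min at 37degC; ADP measured by HTRF Transcreener TR-FRET; buffer 30 mM TRIS pH 7.4, 100mM KCl, 5mM MgCl2, 1mM DTT.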
A549 viability: counter-screen for Nrf2 inhibitors: cytotoxicity in A549 cells. A549 ARE-Fluc cells, CellTiter-Fluor viability, 18-24 h. Potency, µM (doses to about 46 µM), inactives show at the top dose activity change, negative = cytotoxicity, hits mostly inhibitors. 0.16% of 390,000 active. AID 504648; note: potency is the fitted concentration of half-maximal effect; % is set by controls: 0 for no effect and ±100 for the full control effect
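A549 ARE_Fluc cells in 5% FBS OPTI-MEM were exposed to compounds in concentration-response for 18-24 h at 37 deg C. Viability was read by CellTiter-Fluor fluorescence (Ex 405/Em 525) after 30 min, before the luciferase read.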
Starred values were filed as active, the others as inactive; i = inactive; ? = inconclusive; / = not tested or not shown; [ ] = another dose, or the depositor's remark. Unless noted, calls come from the whole dose curve; as a rule, active = well fitted curve in the direction sought with a large enough effect; inconclusive = small, poorly fitted or top-dose-only effect, or another doubt; inactive = no such curve, though single readings can be large; an effect the other way counts as inactive or inconclusive.

| SMILES | Nrf2 block | TGFb SMAD3 inh | Nrf2 ARE act | CCT chaperon mod | pAkt inh | HepG2 tox | Abeta rescue | Mm-Cpn inhibitor | A549 viability |
| --- | --- | --- | --- | --- | --- | --- | --- | --- | --- |
| Cc1onc(-c2ccccc2)c1C(=O)Nc1nnc(COc2ccc(Cl)cc2)s1 | / | ? | 0.7% | 2.0 | i | -17% | 27% | 0% | 0% |
| O=C(c1cc(-c2cccs2)on1)N1CCOCC1 | ? | 24% | 0.6% | -0.4 | i | -9% | 19% | -3% | 0% |
| Cc1cc(C(F)(F)F)c2c(=O)[nH]c(=O)n(Cc3ccccc3)c2n1 | -26% | 1% | -0.3% | 1.7 | i | -26% | 6% | -2% | 1% |
| CCOC(=O)Nc1nnc(-c2ccc(OC)c(OC)c2)s1 | -2% | 0% | -0.4% | -1.4 | i | -1% | 25% | -7% | -20% |
| O=C(O)C(Cc1ccccc1)n1cccc1 (stereo not given) | 32% | 3% | 2.6% | 0.3 | i | 3% | 15% | 1% | -4% |
| O=C(NC1CCCCC1)C1CCN(S(=O)(=O)c2cccc3nsnc23)CC1 | ? | 2% | -0.8% | -0.9 | i | -2% | 6% | 2% | -10%[1.84 µM] |
| Cc1cc2ccccc2n1CCNC(=O)C1CC1 | 0% | 6% | 2.6% | 0.6 | i | 3% | -18% | -5% | -11% |
| O=S(=O)(NCc1ccccc1Cl)c1cnc[nH]1 | -6% | -3% | -0.8% | 0.1 | i | -2% | 3% | 1% | -4% |
| CCOc1cc(C(c2c(C)[nH][nH]c2=O)c2c(C)[nH][nH]c2=O)ccc1OCc1ccc([N+](=O)[O-])cc1 | -17% | -2% | ? | -0.1 | i | -54% | ? | 0% | 0% |
| COc1ccccc1N(CCC#N)C(=O)CSc1nnc2ccccn12 | -5% | 12% | -0.4% | -0.4 | i | 6% | 5% | 1% | -2% |
| Cc1ccc(S(=O)(=O)Nc2ccc3[nH]c(=O)[nH]c3c2)c(C)c1 | ? | 8% | 3.2% | -1.6 | i | -5% | 2% | 0% | 8% |
| COc1cc(OC)c(NC(=O)CN(C)S(=O)(=O)c2ccc3[nH]c(=O)oc3c2)cc1Cl | 0% | 6% | -0.5% | -5.7 | i | -1% | 13% | 1% | 0% |
| CCOC(=O)CC1CCCCN1C(=O)c1ccc2nc(CCOC)oc2c1 (stereo not given) | 12% | 7% | 0.2% | 0.0 | i | 7% | -10% | 0% | 1% |
| O=C(Nc1ccc(F)cc1)N1CCN(c2ncccn2)CC1 | -2% | -9% | 0.0% | -1.8 | i | -53% | 4% | 1% | 6% |
| COc1ccc(NS(=O)(=O)c2ccc(N3CCCC3)c(NC(=S)Nc3cccc(C)c3C)c2)cc1 | -2% | ? | 0.2% | -1.0 | i | -2% | 11% | ? | -12% |
| CCOC(=O)Cc1csc(NC(=O)C(CC(C)C)NC(=O)C2CCCCC2)n1 (stereo not given) | ? | -10% | -0.2% | 0.6 | i | 2% | -2% | 0% | 3% |
| COc1ccccc1NC(=O)c1cccs1 | 21% | 2% | 8.6% | 0.0 | i | -5% | -6% | 1% | -5% |
| COc1ccc(-n2c(N)c(C(=O)NCC3CCCO3)c3nc4ccccc4nc32)c(OC)c1 (stereo not given) | ? | ? | 2.6% | -3.3 | / | 1% | 21% | 1% | ? |
| Cc1ccccc1-n1ncc2c1CC(C)(C)CC2NC(=O)CCN1CCCCC1=O (stereo not given) | -11% | -26% | -0.8% | -4.6 | i | -8% | 14% | ? | 4% |
| Cc1ccc(NC(=O)CCCn2c(=O)c3cccn3c3cccnc32)c(C)c1 | -10% | -17% | -0.5% | / | / | -23% | -26% | / | 9% |
| O=C(COC(=O)C1CCN(C(=O)c2ccc(Cl)cc2)CC1)Nc1ccccc1F | -4% | -6% | 0.0% | 1.1 | i | -13% | 29% | 0% | 4% |
| Cc1ccc(C(=O)Nn2c(O)c(C=C3N=c4ccccc4=N3)sc2=S)cc1 | / | -6% | -0.6% | -3.3 | i | 2% | -6% | 0% | -8% |
| O=C(NCCN1CCC(n2c(=O)[nH]c3ccccc32)CC1)C(c1ccccc1)c1ccccc1 | / | / | 6.3% | -2.9 | i | / | -7% | / | / |
| CCc1cc(Cn2nc(-c3ccccc3C)cc2C(=O)O)on1 | 3% | ? | -0.4% | 1.5 | i | 2% | -9% | 1% | -5% |
| CCOc1ccc(Nc2nc3c(S(=O)(=O)c4ccc(CC)cc4)nnn3c3ccc(Cl)cc23)cc1 | ? | 31%[activator] | -1.2% | / | / | 21% | 1% | / | 2% |

Taken from above.
Nrf2 block result of Cc1ccccc1-n1ncc2c1CC(C)(C)CC2NC(=O)CCN1CCCCC1=O (stereo not given) : -11%
A549 viability result of Cc1cc2ccccc2n1CCNC(=O)C1CC1 : -11%
HepG2 tox result of CCOc1ccc(Nc2nc3c(S(=O)(=O)c4ccc(CC)cc4)nnn3c3ccc(Cl)cc23)cc1 : 21%
Mm-Cpn inhibitor result of Cc1cc(C(F)(F)F)c2c(=O)[nH]c(=O)n(Cc3ccccc3)c2n1 : -2%

New compounds follow
| SMILES | Nrf2 block | TGFb SMAD3 inh | Nrf2 ARE act | CCT chaperon mod | pAkt inh | HepG2 tox | Abeta rescue | Mm-Cpn inhibitor | A549 viability |
| --- | --- | --- | --- | --- | --- | --- | --- | --- | --- |
| Cc1ccnc(-n2c(CCN3C(=O)c4ccccc4C3=O)nc3ccccc3c2=O)c1 | 3% | -2% | -0.7% | 1.3 | i | -16% | 6% | -1% | -15% |
| CC(C)(C)C(=O)Cn1c(=O)n(CCCCCC(=O)NCc2ccc3c(c2)OCO3)c(=O)c2sccc21 | 2% | ? | 7.9% | / | / | -16% | -13% | / | 1% |
| O=S(=O)(c1ccc2c(c1)CCCC2)N1CCNCC1 | 7% | 2% | -0.8% | -1.1 | i | 0% | 3% | 0% | 5% |
| N#Cc1c(-c2ccccc2Cl)noc1/C=C/Nc1ccc(C(=O)O)cc1 | -1% | 7% | -0.3% | -0.1 | i | -22% | -12% | -7% | -3% |
| COc1ccc(CNC(=O)CN2C(=O)NC(C)(c3cccc(Br)c3)C2=O)cc1 (stereo not given) | -13% | -15% | -0.5% | -1.2 | i | 4% | 6% | 0% | -5% |
| Cc1ccc(S(=O)(=O)c2cn(Cc3ccccc3)c3cc(N4CCCCC4)c(F)cc3c2=O)cc1 | -5% | 1% | 0.0% | / | / | -1% | 10% | / | 2% |
| CNS(=O)(=O)c1ccc(Cl)nc1 | 0% | -11% | 0.0% | -3.1 | i | 10% | 6% | -1% | -2% |
| CCCCN(Cc1ccco1)C(=O)Cn1ncc2c(=O)oc3ccc(C)cc3c21 | -2% | -17% | -0.7% | -1.2 | i | 0% | -10% | -2% | -6% |
| CC(C)CNS(=O)(=O)c1ccc(S(=O)(=O)N2CCC3(CC2)OCCO3)cc1 | 0% | -4% | 2.1% | 0.2 | i | -11% | -9% | 0% | ? |
| CC(C)(C)C(=O)NCCN1CCN(C(=O)C(C)(C)C)CC1 | 17% | 4% | -1.0% | 0.8 | i | -17% | 1% | -8% | 11% |
| C/C(=N/NC(=O)CNC(=O)CCc1ccccc1)c1ccc(Cl)c(Cl)c1 | 7% | -14% | 4.6% | -1.2 | i | 3% | 16% | -15% | 1% |
| CC(C)n1c(NCc2cc(Cl)ccc2O)nc2ccccc21 | 2% | ? | 4.6% | 1.9 | i | -40% | 1% | -2% | -12% |
| O=c1c(C(c2ccccc2)c2c(O)nc3n(c2=O)CCS3)c(O)nc2n1CCS2 | 8% | -6% | -0.1% | -1.2 | i | 0% | 0% | -1% | -3% |
| Cc1ccc(-n2c(SCC(=O)N3CCOCC3)nnc2-c2ccncc2)cc1 | 6% | 0% | -0.9% | -0.8 | / | -1% | -13% | 5% | -7% |
| O=C(CS(=O)(=O)c1cccc2nsnc12)Nc1ccccc1 | / | 6% | -0.4% | / | / | -12% | 4% | / | 4% |

Filtered by structure, those above with two or more sulfur atoms (six)
| SMILES | Nrf2 block | TGFb SMAD3 inh | Nrf2 ARE act | CCT chaperon mod | pAkt inh | HepG2 tox | Abeta rescue | Mm-Cpn inhibitor | A549 viability |
| --- | --- | --- | --- | --- | --- | --- | --- | --- | --- |
| O=C(NC1CCCCC1)C1CCN(S(=O)(=O)c2cccc3nsnc23)CC1 | ? | 2% | -0.8% | -0.9 | i | -2% | 6% | 2% | -10%[1.84 µM] |
| COc1ccc(NS(=O)(=O)c2ccc(N3CCCC3)c(NC(=S)Nc3cccc(C)c3C)c2)cc1 | -2% | ? | 0.2% | -1.0 | i | -2% | 11% | ? | -12% |
| Cc1ccc(C(=O)Nn2c(O)c(C=C3N=c4ccccc4=N3)sc2=S)cc1 | / | -6% | -0.6% | -3.3 | i | 2% | -6% | 0% | -8% |
| CC(C)CNS(=O)(=O)c1ccc(S(=O)(=O)N2CCC3(CC2)OCCO3)cc1 | 0% | -4% | 2.1% | 0.2 | i | -11% | -9% | 0% | ? |
| O=c1c(C(c2ccccc2)c2c(O)nc3n(c2=O)CCS3)c(O)nc2n1CCS2 | 8% | -6% | -0.1% | -1.2 | i | 0% | 0% | -1% | -3% |
| O=C(CS(=O)(=O)c1cccc2nsnc12)Nc1ccccc1 | / | 6% | -0.4% | / | / | -12% | 4% | / | 4% |

Compounds were not picked by outcome (roughly 4.3% active in at least one column).
